Bioassay records as filed in PubChem BioAssay.
CHRM1 antagonist: human CHRM1 antagonism; P11229; CHO-K1 hM1, Fluo-8 calcium fluorescence, ACh EC80 antagonist; inhibition, % at 3 µM; 360,000 tested, 1.3% active; AID 588852;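 active = percent inhibition above its own plate's cutoff, namely the mean of that plate's compound wells plus 3 SD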;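 note: peak over basal fluorescence ratio during 140 s after agonist addition; 0% = ACh EC80 plus DMSO and 100% = DMSO alone without agonist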
CHO-K1 Ca ag: nonselective activator or artifact in parental CHO-K1 cells; Fluo-8 calcium fluorescence; scaled to maximal ATP response, vehicle zero; activation, % at 3 µM; 360,000 tested, 0.48% active; AID 602248; in the data active = activation above about 15%;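 note: untransfected CHO-K1 host cells lacking M1 receptor as counterscreen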
CHRM1 agonist: agonists of human M1 muscarinic receptor | AID 588814 | CHO-K1 hM1, Fluo-8 calcium fluorescence, agonist mode; 0% DMSO, 100% acetylcholine EC100 | P11229 | activation, % at 3 µM | 360,000 tested, 0.33% active;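 active = activation above the run's mean compound activation plus 3 SD, cut at about 16% in these data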;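 note: peak over basal fluorescence ratio within a 140 s kinetic read after compound addition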
TAAR1 antagonist: antagonists of human TAAR1; Q96RJ0; CHO RD-HGA16 TAAR1, Fluo-8 calcium fluorescence, antagonist; 360,000 tested, 1.5% active; inhibition, % at 3 µM;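 active = inhibition above a per-plate cutoff, the mean inhibition of test compounds on that plate plus 3 SD, cut at about 49% in these data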;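 note: 0% = DMSO plus EC80 beta-PEA response and 100% = DMSO alone without agonist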
Target sequence (Q96RJ0 whole entry, looked up): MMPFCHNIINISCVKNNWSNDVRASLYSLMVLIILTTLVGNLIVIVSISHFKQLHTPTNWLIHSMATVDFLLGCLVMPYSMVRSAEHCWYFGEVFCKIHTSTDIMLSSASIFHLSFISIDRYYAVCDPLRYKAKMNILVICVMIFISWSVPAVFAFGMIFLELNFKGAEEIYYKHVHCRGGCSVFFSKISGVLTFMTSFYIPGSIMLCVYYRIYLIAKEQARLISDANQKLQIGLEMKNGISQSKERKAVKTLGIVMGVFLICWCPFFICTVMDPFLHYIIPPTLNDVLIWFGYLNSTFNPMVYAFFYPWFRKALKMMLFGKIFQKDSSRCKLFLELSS
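Test system: hTAAR1-expressing CHO RD-HGA16 cells, Gα16-coupled; Probe or stimulus: EC80 β-phenethylamine stimulus; Compound dosing: single nominal final test compound concentration of 3 µM; Timing: 140 s kinetic read after compound, 140 s after agonist; Signal: Fluo-8 calcium-sensitive fluorescence; Measure: % inhibition of agonist calcium response; Controls: DMSO and EC80 PEA controls.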
OXTR potentiator: potentiates the human oxytocin receptor response; P30559; activation, % at 3 µM; 320,000 tested, 0.061% active; CHO-OTR cells, Fluo-8 calcium fluorescence, potentiator mode; 0% = oxytocin EC15, 100% = EC100; AID 2445;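 active = activation above that plate's cutoff, the mean activation of tested compounds plus 3 SD, cut at about 6.6% in these data, passing the limit was not always enough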;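 note: 100% uses oxytocin at 75 nM as the full agonist control; some results filed as inactive read as strong as hits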
Target sequence (P30559 whole entry, looked up): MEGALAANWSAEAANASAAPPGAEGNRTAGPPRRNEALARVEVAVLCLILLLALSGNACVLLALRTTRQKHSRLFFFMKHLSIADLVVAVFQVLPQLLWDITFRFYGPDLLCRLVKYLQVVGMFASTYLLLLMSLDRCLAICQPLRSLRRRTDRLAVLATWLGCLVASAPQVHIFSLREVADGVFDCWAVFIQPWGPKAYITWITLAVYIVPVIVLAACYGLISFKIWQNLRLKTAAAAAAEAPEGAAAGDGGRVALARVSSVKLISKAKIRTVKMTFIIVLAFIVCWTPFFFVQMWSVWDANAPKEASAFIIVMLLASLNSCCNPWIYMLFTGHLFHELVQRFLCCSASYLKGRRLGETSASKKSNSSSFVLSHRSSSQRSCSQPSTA
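System: human OTR in CHO cells / Also added: sub-maximal oxytocin, roughly EC15 / Control set: EC15 oxytocin low, 75 nM oxytocin high / Schedule: 6 min compound pre-incubation at room temperature, 100 s kinetic read / Compound: single-point 3.0 µM / Replication: singlicate / Technique: Fluo-8 calcium dye fluorescence / Read-out basis: % activation of max/min ratio relative to oxytocin controls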
CHO-K1 Ca antag: M1 antagonist counterscreen hit in parental CHO-K1 cells; AID 602250; inhibition, % at 3 µM; 360,000 tested, 0.6% active; ATP-induced calcium, Fluo-8 fluorescence;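 active = inhibition above a per-plate cutoff, the plate's mean sample inhibition plus 3 SD, cut at about 24% in these data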;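 note: 0% = DMSO plus EC80 ATP and 100% = DMSO alone without ATP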
CHO parental Ca: counter-screen: ATP calcium response change in parental CHO cells. 330,000 tested, 0.63% active. AID 463079. inhibition, % at 5.6 µM. parental CHO-K1, ATP-induced calcium, Fluo-8 fluorescence;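 active = inhibition above that plate's mean sample inhibition plus 3 SD, cut at about 26% in these data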;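 note: 0% = ATP-challenged DMSO wells and 100% = DMSO wells without ATP; some compounds past the cut are filed as inactive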
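Material: Parental CHO cells | Reagent: ATP | Compound dosing: Single nominal dose of 5.6 µM per compound | Detection: Intracellular calcium via Fluo-8 no-wash fluorescent dye | Read-out: % inhibition of ATP-induced calcium mobilization | Benchmarks: Low control ATP plus DMSO, high control DMSO only | Replicates: Singlicate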
TAAR1 agonist: agonists of human TAAR1. Q96RJ0. CHO RD-HGA16 TAAR1, Fluo-8 calcium fluorescence; vehicle wells 0%, saturating PEA agonist 100%. activation, % at 3 µM. 360,000 tested, 0.99% active. AID 624467;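 active = activation above the mean activation of all test compounds in the run plus 3 SD, cut at about 38% in these data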
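System: CHO RD-HGA16 cells carrying human TAAR1 plus Gα16; Incubation: 17-24 h seeding, 75 min 37 °C dye, 30 min RT; Measured by: Fluo-8 fluorescence, 5 s baseline then 140 s kinetic read; Control set: DMSO and PEA EC100; Replication: single well for each compound.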
M1 PAM parental: M1 PAM counterscreen hit in parental CHO-K1 cells; 360,000 tested, 0.02% active; ATP EC20, Fluo-8 calcium fluorescence; 0% at ATP EC20, 100% at ATP max; AID 602247; activation, % at 3 µM;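 active = activation above the run cutoff, the mean activation of all test compounds plus 3 SD, cut at about 40% in these data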;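 note: peak over basal fluorescence ratio in a 140 s read after ATP addition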
Active calls of the source: *; / = not tested or not shown.

mol	CHRM1 antagonist	CHO-K1 Ca ag	CHRM1 agonist	TAAR1 antagonist	OXTR potentiator	CHO-K1 Ca antag	CHO parental Ca	TAAR1 agonist	M1 PAM parental
CN1CCN(S(=O)(=O)c2ccc(C(=O)NC3CCCCC3)cc2)CC1	-24	0.5	-1	-18	/	-2	/	2	6
CCn1nc(NS(=O)(=O)c2ccc([N+](=O)[O-])cc2)c2cc3ccccc3nc21	-10	-0.1	-2	1	1	-7	-1	1	7
COc1c(C)oc2cc(O)ccc2c1=O	1	0.2	-2	-9	-5	-11	-5	2	11
O=C(O)c1cc(NS(=O)(=O)c2cccc3nsnc23)cc(C(=O)O)c1	1	-0.1	-4	-4	-3	17	12	0	-10
CCOC(=O)c1sc2c(c1C)C(c1cccs1)C1=C(CCCC1=O)N2 (stereo not given)	-4	6.6	12	45	-19	-4	-10	68*	26
COc1ccc(CCC(=O)NCCS(=O)(=O)N2CCN(c3ccc(OC)cc3)CC2)cc1	19	15*	1	62*	-12	-6	-24	19	4
CCn1c(SCC(=O)N2CCCc3ccccc32)nnc1-c1c[nH]c2ccccc12	8	2.6	-3	22	-19	7	-22	5	19
CCCCOC(=O)c1ccc(NC(=O)CSc2nnnn2C)cc1	-3	-0.8	-1	-3	1	0	-6	10	-4
O=C(Nc1cccc2nsnc12)c1ccc2c(c1)OCO2	-13	0.5	-4	-6	-6	-12	-13	-1	18
CCOC(=O)c1cc(NC(=O)N(C(C)C)C(C)C)c(C)nc1C	-3	0.4	-4	18	-3	3	-8	5	3
CC(=O)c1cccc(NC(=S)N2CCN(S(=O)(=O)c3ccccc3)CC2)c1	4	1.4	-5	0	/	-4	/	5	15
COC(CN(C)C(=O)C1CCC(CNS(=O)(=O)c2ccc(C)cc2)CC1)OC (stereo not given)	-1	10	-5	4	-2	3	7	3	2
COc1ccc(NC(=O)CC2Nc3cc(C)c(C)cc3NC2=O)c([N+](=O)[O-])c1 (stereo not given)	-8	-0.4	-4	-5	-2	-4	2	-1	1
CCOc1ccc(CNC(=O)CCS(=O)(=O)Cc2ccc(C)cc2)cc1OC	-6	-1.0	-4	-22	0	-5	-3	-1	9
CCCCN(C(=O)c1[nH]c(C)c(C(=O)OCC)c1C)c1c(N)n(CCCC)c(=O)[nH]c1=O	-15	0.0	0	-24	-10	12	-16	3	-12
COCC(=O)N/N=C/c1ccc(Sc2nc3ccccc3s2)o1	-8	0.4	-3	-7	-19	-7	-5	2	8
COc1ccccc1C(=O)Nc1ccnn1C1CCN(Cc2cc(C)c(C)cc2C)CC1	15	4.8	-5	1	-11	-3	-19	3	3
CC(C)Oc1cccc(NC(=O)C2(C)CCN2C(=O)C(C)C)c1 (stereo not given)	-2	0.0	-1	-4	/	4	/	0	-9
S=C1SCN(Cc2ccccc2)CN1Cc1ccccc1	1	1.9	-5	-11	/	6	/	7	-7
O=C(NCC(=O)N1CCN(S(=O)(=O)/C=C/c2ccccc2)CC1)c1ccc(Cl)cc1	-15	1.6	-4	-26	1	-18	-23	-1	6
CC(C)c1cccc(C(C)C)c1NC(=O)OC1CCCCC1	-9	0.3	-5	-27	/	-5	/	0	27
CCCCOc1ccc(S(=O)(=O)N2CCN(C)CC2)cc1	-14	1.5	-5	-22	-16	-1	1	1	-1
COc1ccc(Cl)cc1NC(=O)C/C(C)=N/NC(=O)c1ccc(O)cc1	-7	0.3	-4	-5	/	0	/	1	3
Cc1ccc(C)c(S(=O)(=O)NCc2ccncc2)c1	6	5.6	1	-1	-28	-2	1	20	18
COc1ccc(Cn2c(/C=C/c3ccccc3)nc3ccccc32)cc1	0	-0.3	-6	22	-2	13	-6	2	-5
CC(NC(=O)COC(=O)CCc1nc2ccccc2c(=O)[nH]1)c1ccccc1 (stereo not given)	14	9.7	-4	-8	-2	-10	-7	0	13
O=C(NCc1ccccn1)C1CCN(S(=O)(=O)N2CCCCC2)CC1	-9	1.5	-5	2	2	-21	1	12	22
COc1ccc(NC(=S)N2CCNC(=O)C2CC(=O)Nc2cccc(Cl)c2C)cc1 (stereo not given)	-7	0.4	-8	-1	-8	1	-4	6	2
C#CCCOC(=O)N1C2=NC(C(=O)OC)=C(C(=O)OC)[C@@H]3N(C)c4ccccc4[C@]23C[C@H]1C(=O)OC	-3	1.0	-2	-1	-7	-12	-10	7	12
CNC[C@@H]1OCc2ccccc2-c2c(n(C)c3ccccc23)C(=O)N([C@H](C)CO)C[C@@H]1C	-10	0.0	-9	-3	/	-11	/	-1	-7
COC(=O)c1ccc(Sc2ccccc2NS(=O)(=O)c2ccc(OC)cc2)nc1	-17	0.7	-3	-2	-4	-6	-7	7	19
CCN(CC)c1ccc(NC(=O)CCCCC(=O)Nc2ccc(N(CC)CC)cc2)cc1	2	2.2	-7	-11	-10	-17	-17	-3	21
CCc1ccc(NC(=O)CCNC(=O)Cn2ccc3ccccc3c2=O)cc1	-2	0.4	-4	-6	-3	-8	-12	-4	10
COC(=O)c1[nH]c2cc(C)ccc2c1NC(=O)CN1CCc2cc(OC)c(OC)cc2C1	-5	1.2	-2	/	-12	-7	-11	/	8
CC(C)=CC(O)C/C(C)=C/COc1ccc2ccc(=O)oc2c1 (stereo not given)	7	2.0	-4	3	0	6	-14	1	17
O=[N+]([O-])c1ccc(O)c(C=Nc2cccc3ccccc23)c1	-6	0.2	-1	9	-2	-2	-8	0	8
C[C@H](CO)N1C[C@H](C)[C@@H](CN(C)S(C)(=O)=O)OCc2cnnn2CCCC1=O	-13	-0.2	-4	-25	/	1	/	3	6
CCOC(=O)[C@@H]1[C@H]2COc3cc(OC)ccc3[C@H]2N2C(=O)N(c3cccc(F)c3)C(=O)[C@]12C	-7	-0.4	-3	14	6	-7	-13	8	-14
O=C(CSc1nnc(NC(=O)Cc2ccc(F)cc2)s1)NCc1ccco1	12	0.2	-1	-4	-23	1	10	8	6
Cc1ccc(NC(=O)c2cnn(-c3ccccc3)c2NC(=O)c2ccco2)cc1C	-27	1.4	-4	/	-6	10	-29	/	-7
CCN(C(N)=S)c1ccccc1	-9	0.4	-2	-5	-1	-3	-1	5	-1
CCCN(CC(=O)Nc1ccccc1C)C(=O)c1oc2ccc(OCC)cc2c1C	1	0.2	-3	6	1	-8	-31	-1	8
C[C@H](NS(=O)(=O)c1ccc2c(c1)OCCCO2)C(=O)N1CCN(c2ccc(F)cc2)CC1	-8	7.7	1	-26	-12	-14	-19	-1	5
O=C(NCCCn1ccnc1)c1cccc(S(=O)(=O)NCc2ccccc2)c1	-9	0.2	-6	4	-19	-9	-8	1	-4
O=C(c1ccc(Cn2c(=O)[nH]c3ccccc3c2=O)cc1)N1CCN(c2ccccc2)CC1	10	0.8	8	36	-22	5	-18	14	4
CC(C)NC(=O)Cn1c(=O)n(CC(=O)N2CCCCC2)c(=O)c2sccc21	-2	0.4	-2	-6	-11	-5	-4	0	7
C=CCc1ccc(OCC(O)CN2CCN(c3ccccc3)CC2)c(OC)c1 (stereo not given)	8	5.9	-7	-6	-4	-2	-26	3	10
Cc1ccc(NC(=O)CNCc2ccccc2)c(Br)c1	-7	1.2	-3	13	3	-7	-7	7	13
O=C1CC2(CCCC2)C(=O)N1CN1CCN(S(=O)(=O)c2ccc(F)cc2F)CC1	-6	0.4	-2	-14	3	-5	-1	3	19
OCCN1CCN(C(=S)c2ccc(-c3ccccc3)cc2)CC1	-4	-0.3	-5	11	-5	-2	8	1	5

(next part)
mol	CHRM1 antagonist	CHO-K1 Ca ag	CHRM1 agonist	TAAR1 antagonist	OXTR potentiator	CHO-K1 Ca antag	CHO parental Ca	TAAR1 agonist	M1 PAM parental
COc1ccc(C(=O)Nc2cc(OC)ccc2OC)cc1	-3	0.0	-3	-6	-3	4	-15	-4	5
CCn1cnc2cc(NCc3ccc(N(C)C)cc3)ccc21	-3	2.4	-6	-31	-2	-10	-13	2	8
COc1ccc(C(C)=O)cc1COC(=O)C1CC(=O)N(Cc2ccccc2)C1 (stereo not given)	-2	1.2	-3	-40	-7	0	-8	4	11
CCOC(=O)C1CCCN(C(=O)Cc2ccc(C)cc2)C1 (stereo not given)	-8	3.7	1	10	-11	-9	-10	5	8
COC(=O)c1sc(NC(=O)/C=C/c2ccc(C)o2)nc1C	16	5.0	-5	13	5	-2	-22	7	19
COCCNc1nc2nonc2nc1N1C[C@H]2CC[C@H]1C2	-13	1.0	0	-1	-16	-15	-3	0	11
CCOC(=O)CNC(=O)c1ccccc1Br	-7	0.6	-4	-3	-13	-16	-3	3	18
